mIAP act: activators of mouse IAP, primary screen, biochemical, luminescence, uHTS; 330,000 compounds, 0.24% hits; activation factor at 10 µM; AID 2805, 2010; muIAP, CDP-Star luminescence, 30 min; stronger effect = higher value; 1 = vehicle-only enzyme signal, 0 = enzyme-free wells;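 active means activation factor of at least 2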; further: the source names both 10 and 20 µM as test concentration; values of inactives mirror those of a sister screen read the other way
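Assay system: mouse IAP enzyme / Compound: DMSO-dissolved test compounds / Timing: 30 min, room temperature / Measured by: luminescence from enzymatic CDP-Star hydrolysis / Control set: DMSO-only wells, enzyme-free buffer wells as negative control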
ATG4B inhibitor: ATG4B protease inhibitors, primary screen, biochemical, fluorescence, uHTS; inhibition, % at 8.33 µM; 340,000 compounds, 0.51% hits; Cysteine protease ATG4B (Homo sapiens), Q9Y4P1; ATG4B cleavage of LC3-PLA2, NBD-HPC fluorescence, 1 h; in the data active means inhibition above about 40%
Target sequence (Q9Y4P1 whole entry, looked up): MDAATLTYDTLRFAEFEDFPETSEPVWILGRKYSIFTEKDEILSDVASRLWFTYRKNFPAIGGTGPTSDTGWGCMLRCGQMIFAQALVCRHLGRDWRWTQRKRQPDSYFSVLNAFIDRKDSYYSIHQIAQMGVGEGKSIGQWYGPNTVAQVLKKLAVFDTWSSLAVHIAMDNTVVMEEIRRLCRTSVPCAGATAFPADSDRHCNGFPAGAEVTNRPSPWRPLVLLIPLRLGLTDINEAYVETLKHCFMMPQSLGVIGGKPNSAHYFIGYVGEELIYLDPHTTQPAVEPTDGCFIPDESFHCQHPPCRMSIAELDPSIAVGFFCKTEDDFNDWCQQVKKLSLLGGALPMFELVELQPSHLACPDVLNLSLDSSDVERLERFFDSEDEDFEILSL
PfGluPho inh: PfG6PD enzyme inhibitors, primary screen, biochemical, fluorescence intensity, uHTS; glucose-6-phosphate dehydrogenase-6-phosphogluconolactonase (Plasmodium falciparum 3D7); PfGluPho enzyme, NADPH resazurin-diaphorase fluorescence; inhibition, % at 20 µM; 350,000 compounds, 0.78% hits; AID 504690, 2011;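 active means inhibition reaching at least a set limit at 20 µM in the primary screen, cut at about 59% in these data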;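 further: 0% = DMSO wells with substrate and 100% = DMSO wells lacking glucose-6-phosphate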
HKDC1 inhibitor: HKDC1 hexokinase inhibitors, primary screen, biochemical, fluorescence, uHTS. AID 493160, 2011. recombinant HKDC1, G6PDH/diaphorase resazurin coupled fluorescence. Q2TB90. 340,000 compounds, 0.16% hits. inhibition, % at 20 µM;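 active means inhibition above about 35% when tested at 20 µM, limit read from the data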;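 further: plate controls were DMSO wells with enzyme for no effect and DMSO wells lacking enzyme for full effect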
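Material – in-house recombinant HK5 (HKDC1) enzyme · Quantity – HKDC1 at 5 µg/mL · Buffer or medium – pH 8.0 Tris buffer with 10 mM MgCl2 · Reagent – glucose with 1 mM ATP · Dosing – single 20 µM dose · Times – reaction time 90 min, room temperature, protected from light · Technique – resorufin fluorescence at 613 nm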
mIAP block: inhibitors of mouse IAP, primary screen, biochemical, luminescence, uHTS. intestinal alkaline phosphatase [Mus musculus]. purified mouse IAP, CDP-Star luminescence, 30 min. inhibition, % at 10 µM. 330,000 compounds, 0.2% hits. AID 2806, 2010;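 active means inhibition of at least 40% at 10 µM in the primary screen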;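 further: plate controls were DMSO with enzyme for no effect and no enzyme wells for full effect; values of inactives mirror those of a sister screen read the other way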
A3A deaminase: APOBEC3A ssDNA deaminase inhibitors, primary screen, selectivity assay for APOBEC3G inhibitor project, biochemical, FAM/TAMRA oligo cleavage fluorescence; recombinant A3A, FAM/TAMRA ssDNA deamination fluorescence; inhibition, % at 20 µM; 330,000 compounds, 0.41% hits;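 active means at least 40% inhibition at 20 µM here, with at most 30% in a related deaminase screen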;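 further: plate controls were A3A with DMSO for no effect and wells lacking A3A enzyme for full effect; some results filed as inactive read as strong as hits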
hIAP inh: human IAP inhibitors, primary screen, biochemical, luminescence, uHTS; AID 2544, 2010; 330,000 compounds, 0.12% hits; inhibition, % at 10 µM; purified IAP, CDP-Star luminescence, 30 min;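 active means inhibition reaching a set limit with compound at 10 µM in the primary screen, cut at about 35% in these data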;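 further: plate controls were DMSO wells with enzyme for no effect and no-enzyme buffer wells for full effect; values of inactives mirror those of a sister screen read the other way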
Target sequence (P09923 whole entry, looked up): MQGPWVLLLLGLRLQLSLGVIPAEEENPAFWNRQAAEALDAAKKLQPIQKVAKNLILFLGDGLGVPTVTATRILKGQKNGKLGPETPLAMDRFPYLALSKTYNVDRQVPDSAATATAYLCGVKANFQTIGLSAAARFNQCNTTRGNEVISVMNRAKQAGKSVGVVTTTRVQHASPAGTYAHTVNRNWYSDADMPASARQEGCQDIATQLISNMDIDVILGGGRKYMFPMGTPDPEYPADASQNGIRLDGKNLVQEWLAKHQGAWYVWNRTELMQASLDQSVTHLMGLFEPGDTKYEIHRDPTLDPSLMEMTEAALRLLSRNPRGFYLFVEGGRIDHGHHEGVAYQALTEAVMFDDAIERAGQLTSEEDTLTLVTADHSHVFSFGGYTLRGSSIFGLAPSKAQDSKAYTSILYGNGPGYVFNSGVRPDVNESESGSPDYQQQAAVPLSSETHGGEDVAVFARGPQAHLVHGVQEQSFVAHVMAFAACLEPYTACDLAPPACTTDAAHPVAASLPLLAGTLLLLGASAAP
hIAP act: human IAP activators, primary screen, biochemical, luminescence, uHTS; AID 2524, 2010; purified human IAP, CDP-Star luminescence, 30 min; stronger effect = higher value; 1 = vehicle-only enzyme, 0 = enzyme-free background; 330,000 compounds, 0.16% hits; activation factor at 10 µM; Intestinal-type alkaline phosphatase (Homo sapiens), P09923;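 active means activation factor of the enzyme at least 2-fold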; further: the source names both 10 and 20 µM as test concentration; values of inactives mirror those of a sister screen read the other way
Starred values were filed as active, the others as inactive; / = not tested or not shown.

SMILES	mIAP act	ATG4B inhibitor	PfGluPho inh	HKDC1 inhibitor	mIAP block	A3A deaminase	hIAP inh	hIAP act
O=C(O)CSC1=NC(=Nc2ccc(Cl)cc2)C2(CCCCC2)N1c1cccc(C(=O)O)c1	0.87	9	-11	-9	13	28	-7	1.1
COc1ccc(C(CC(=O)Nc2ccc(F)cc2)c2ccccc2)cc1 (stereo not given)	1.5	-13	17	3	-48	-1	-9	1.1
COc1ccc2c(c1)c(C(=O)CN1CCN(C(=O)c3ccco3)CC1)c(C)n2C	1.1	-5	-15	-1	-10	-4	-16	1.2
C/C(=N\NC(=O)c1nn(C)cc1Cl)c1ccncc1	0.77	-5	-10	-8	24	2	-17	1.2
CN1CCN(Cc2cc(Cl)c3cccnc3c2OC(=O)c2cccs2)CC1	0.98	-1	3	6	2	-2	9	0.91
COC(=O)c1nc2n(n1)C(c1ccc([N+](=O)[O-])cc1)C(C(=O)Nc1ccc(Cl)cc1)=C(C)N2 (stereo not given)	1	0	33	-8	-1	1	10	0.9
O=C(COC(=O)c1ccccc1Nc1ccccc1)NCc1ccccc1Cl	1.1	49*	-4	4	-5	0	-2	1
Cc1ccc2nc(-c3ccc(NC(=S)NC(=O)C(C)C)cc3)sc2c1	0.89	-15	-1	3	11	-2	26	0.74
Cc1ccc(-c2nc3ncccc3n2O)cc1	0.91	3	3	-4	10	-2	3	0.97
O=C(CNC(=O)c1ccccc1)OCc1ccc([N+](=O)[O-])cc1	0.99	0	0	-12	1	-4	7	0.93
COc1ccc2c(c1)c(C(=O)N/N=C/c1ccccc1Cl)c(C)n2C	0.97	5	41	-1	2	-2	-14	1.1
C=CCNS(=O)(=O)NC(=O)C1=C(N2CCCC2)COC1=O	1.1	3	-4	-1	-9	0	2	0.98

Continued; it opens with the three that closed the last part.
SMILES	mIAP act	ATG4B inhibitor	PfGluPho inh	HKDC1 inhibitor	mIAP block	A3A deaminase	hIAP inh	hIAP act
O=C(CNC(=O)c1ccccc1)OCc1ccc([N+](=O)[O-])cc1	0.99	0	0	-12	1	-4	7	0.93
COc1ccc2c(c1)c(C(=O)N/N=C/c1ccccc1Cl)c(C)n2C	0.97	5	41	-1	2	-2	-14	1.1
C=CCNS(=O)(=O)NC(=O)C1=C(N2CCCC2)COC1=O	1.1	3	-4	-1	-9	0	2	0.98
Cc1noc(C)c1COc1ccc(C(=O)N2CCCC(C(N)=O)C2)cc1 (stereo not given)	0.95	-8	5	-5	5	-2	4	0.96
CCC(C(=O)O)n1c2ccccc2c2cn[nH]c(=O)c21 (stereo not given)	1.1	-6	-10	-7	-7	8	-2	1
Nc1nc(SCC(=O)OCc2ccccc2)[nH]c(=O)c1NC(=O)c1ccco1	1	10	-16	0	-2	-1	-18	1.2
Cc1ccccc1NC(=O)/C(=C\c1cccs1)NC(=O)c1ccco1	0.96	-8	-3	-11	4	4	-4	1
CCN(CC)CCCN1C(=O)C(=O)/C(=C(/O)c2ccc3c(c2)OCCO3)C1c1ccco1 (stereo not given)	1	-7	15	0	-2	2	13	0.87
CCOC(=O)c1cc(C#N)c(NCc2ccccc2)nc1C	0.95	4	0	-9	5	2	0	1
CC(=O)NC1C(Oc2cccc(C)c2)OC2COC(c3ccco3)OC2C1O (stereo not given)	0.95	4	4	-9	5	4	-6	1.1
CC(C)N(C(=O)[C@H]1C[C@H](CC(=O)NCCc2ccccn2)C(=O)N2CCc3c([nH]c4cc(CCC(=O)N(C)C)ccc34)[C@]12C)C(C)C	1	-10	10	-4	-2	-1	/	/
O=C(Nc1cc(S(=O)(=O)N2CCOCC2)ccc1Cl)c1ccc(=O)[nH]c1	0.92	-2	-1	-5	8	-4	3	0.97
Cc1ccc(OCCNc2ccc(C(F)(F)F)cc2[N+](=O)[O-])cc1	0.97	-12	-12	-2	3	-5	-2	1
COc1cc(/C=C/C(=O)N2CCN(CC(O)COc3ccccc3)CC2)cc(OC)c1OC (stereo not given)	1.1	-3	-14	-5	-8	-17	-1	1
O=C(c1ccc(C#CC2(O)CCCCC2)cc1)N1CCOCC1	0.97	-5	1	-1	3	1	11	0.89

Four compounds already listed, ordered by SMILES length, highest first.
SMILES	mIAP act	ATG4B inhibitor	PfGluPho inh	HKDC1 inhibitor	mIAP block	A3A deaminase	hIAP inh	hIAP act
Cc1ccc(OCCNc2ccc(C(F)(F)F)cc2[N+](=O)[O-])cc1	0.97	-12	-12	-2	3	-5	-2	1
Cc1ccccc1NC(=O)/C(=C\c1cccs1)NC(=O)c1ccco1	0.96	-8	-3	-11	4	4	-4	1
O=C(c1ccc(C#CC2(O)CCCCC2)cc1)N1CCOCC1	0.97	-5	1	-1	3	1	11	0.89
CCOC(=O)c1cc(C#N)c(NCc2ccccc2)nc1C	0.95	4	0	-9	5	2	0	1

(more compounds)
SMILES	mIAP act	ATG4B inhibitor	PfGluPho inh	HKDC1 inhibitor	mIAP block	A3A deaminase	hIAP inh	hIAP act
CC1(c2ccc3ccccc3c2)NC(=O)N(CC(=O)NCc2cccs2)C1=O (stereo not given)	0.96	-10	6	0	4	-2	-40	1.4
CN(C)S(=O)(=O)c1cc(NC(=O)CSc2nn(-c3ccc(Cl)cc3)c(=S)s2)ccc1Cl	1	-12	8	6	0	-4	21	0.79
COC(=O)c1ccc(NC(=O)Nc2ccc3c(c2)nc(C)n3C)cc1	1.3	-6	-9	-4	-32	1	-8	1.1
CCOC(=O)c1ccc(N/C=C/C(=O)c2ccccc2)cc1	0.95	-10	0	14	5	0	-3	1
COc1ccc2[nH]c3c(N4CCN(Cc5ccc6c(c5)OCO6)CC4)ncnc3c2c1	1.2	21	0	4	-24	0	-16	1.2
Cc1ccccc1CC1(CO)CCCN(Cc2ccccc2Cl)C1 (stereo not given)	0.92	0	-25	7	8	-6	-6	1.1
O=C(Nc1ncc2c(n1)CC(c1ccco1)CC2=O)c1ccc(Cl)cc1 (stereo not given)	0.99	2	28	2	1	3	-11	1.1
CC(C)(C)OC(=O)NCCCCCNC(=O)c1nc[nH]c1C(=O)NCc1ccccc1	1.1	-13	5	-1	-5	-1	-26	1.3
CCOCCCNC(=O)Cc1ccc(OC)c(OC)c1	1	-8	12	-3	-2	-6	-2	1
CCc1noc(C)c1C(=O)N(C)CC(=O)Nc1ccccc1Br	1	-3	8	-1	-2	-2	16	0.84
CCC(NC(=O)c1[nH]c(C)c(C(C)=O)c1C)c1ccc(Br)cc1 (stereo not given)	1.3	-2	10	6	-29	3	5	0.95
O=C(COC(=O)C12CC3CC(CC(C3)C1)C2)NCc1ccco1	1	4	10	-5	-3	12	10	0.9
CCn1cc(/C=N\NC(=O)c2ccccc2Cl)cn1	1.1	11	5	-12	-5	2	-14	1.1
O=C(CCc1ccccc1)Nc1cccc(-c2nnc(-c3ccco3)o2)c1	0.96	-8	-1	-5	4	0	16	0.84
NC(=O)c1sc2nc(-c3ccccc3)ccc2c1N	0.98	-4	7	-4	2	-3	-27	1.3
O=C(O)c1ccc(NC(=O)c2ccc3c(c2)C(=O)N(c2ccccc2)C3=O)cc1	1	-3	2	-9	-5	-5	1	0.99
O=C(CN1CCN(Cc2cccc(F)c2)CC1)NCc1ccccc1	1.1	-1	1	-4	-12	2	-11	1.1
O=C(N/N=C/c1ccc(Cl)cc1Cl)c1ccncc1	1.1	-5	3	-3	-9	-1	-16	1.2
Cc1ccc(NC(=O)CSc2nc3nc(C)cc(C)c3c(=O)[nH]2)cc1	0.95	-3	6	4	5	-1	2	0.97
O=S1(=O)c2cccc3cccc(c23)N1CCBr	0.99	-5	45	13	1	0	14	0.86
O=C(N/N=C/c1ccc(Cl)c(Cl)c1)c1ccc2nc[nH]c2c1	0.91	-6	9	-2	9	-9	-58	1.6
Cc1oc(-c2cccc(Cl)c2)nc1CN1CCCC(C(=O)NCc2ccco2)C1 (stereo not given)	0.89	-10	-5	-2	11	2	18	0.82
O=C(c1cc(=O)c2ccccc2o1)N1CCN(c2ccccc2F)CC1	0.94	-5	2	-6	6	2	-14	1.1
C[C@@H]1ON(C2CCCCC2)[C@H]2c3nc4ccccc4n3C[C@@H]12	1	-2	6	-8	0	-9	5	0.95

Gathered by group, those above containing bromine.
SMILES	mIAP act	ATG4B inhibitor	PfGluPho inh	HKDC1 inhibitor	mIAP block	A3A deaminase	hIAP inh	hIAP act
CCc1noc(C)c1C(=O)N(C)CC(=O)Nc1ccccc1Br	1	-3	8	-1	-2	-2	16	0.84
CCC(NC(=O)c1[nH]c(C)c(C(C)=O)c1C)c1ccc(Br)cc1 (stereo not given)	1.3	-2	10	6	-29	3	5	0.95
O=S1(=O)c2cccc3cccc(c23)N1CCBr	0.99	-5	45	13	1	0	14	0.86

Following part
SMILES	mIAP act	ATG4B inhibitor	PfGluPho inh	HKDC1 inhibitor	mIAP block	A3A deaminase	hIAP inh	hIAP act
CCOC(=O)N/N=C/c1cn(CCCOc2ccccc2)c2ccccc12	1.2	31	3	-7	-23	-3	15	0.85
Cn1cc(S(=O)(=O)Cc2ccc(F)cc2)c2ccccc21	0.99	-12	103*	2	1	-8	0	1
CCCc1cc(Nc2ccccc2)n2ncnc2n1	1.1	-4	6	-6	-5	-3	-16	1.2
C[C@@H]1[C@H]2[C@@H]3CC[C@@H](C3)[C@H]2CN[C@H]1c1cn(Cc2ccccc2)c2ccccc12	1.1	7	19	-3	-6	8	/	/
O=C(c1ccc(F)c(F)c1)N1CCC2(CC1)NCCc1[nH]cnc12	1	6	-11	3	-4	1	-5	1.1
O=C(CSc1nc(-c2ccccc2)c(-c2ccccc2)o1)Nc1nnc(-c2ccccc2)s1	0.74	11	-63	7	26	-2	-13	1.1
COc1ccc(CCNC(=O)C2CCCN(c3ncccn3)C2)cc1 (stereo not given)	0.93	2	-5	-1	7	-1	-7	1.1
COc1ccc(F)c(CN2CCC(n3nccc3NC(=O)C3CCOC3)CC2)c1 (stereo not given)	1	22	-11	-5	-1	4	25	0.75
CCN(CC)C(=O)Cn1cc(S(=O)(=O)Cc2cccc([N+](=O)[O-])c2)c2ccccc21	0.96	-4	3	4	4	-4	-7	1.1
CN(C)S(=O)(=O)c1ccc(Cl)c(-c2nnc3n2CCCCC3)c1	1	-7	4	-14	-5	-1	-21	1.2
Cc1onc(-c2ccccc2Cl)c1C(=O)NCCn1ccc2ccccc21	0.98	-15	11	1	2	-7	-12	1.1
Cc1ccc(NC2CCCN(C(=O)c3ccccn3)C2)cc1C (stereo not given)	0.97	6	12	0	3	-5	-12	1.1
O=C(c1cccc(Cl)c1)N1CCC(N2CCC(C(=O)N3CCCC3)CC2)CC1	1	-8	-3	-3	-2	-5	-27	1.3

Source: PubChem BioAssay (Sanford-Burnham Center for Chemical Genomics)
